Assay outcomes (PubChem BioAssay)
CHRM1 antagonist = blocks human M1 muscarinic receptor; P11229; CHO-K1 hM1, Fluo-8 calcium fluorescence, ACh EC80 antagonist; inhibition, % at 3 µM; hit rate 1.3% among 360,000;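 active = percent inhibition above its own plate's cutoff, namely the mean of that plate's compound wells plus 3 SD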;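 also: peak over basal fluorescence ratio during 140 s after agonist addition; 0% = ACh EC80 plus DMSO and 100% = DMSO alone without agonist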
M5 ag = CHRM5 agonism in calcium assay; P08912; AID 624037; activation, % at 3 µM; CHO-K1 hM5 cells, Fluo-8 calcium fluorescence; 0% DMSO wells, 100% maximal acetylcholine response; hit rate 0.19% among 360,000;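 active = activation above the run's mean over test compounds plus 3 SD, cut at about 23% in these data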;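 also: signal is peak over basal fluorescence ratio across the kinetic read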
Target sequence (P08912 whole entry, looked up): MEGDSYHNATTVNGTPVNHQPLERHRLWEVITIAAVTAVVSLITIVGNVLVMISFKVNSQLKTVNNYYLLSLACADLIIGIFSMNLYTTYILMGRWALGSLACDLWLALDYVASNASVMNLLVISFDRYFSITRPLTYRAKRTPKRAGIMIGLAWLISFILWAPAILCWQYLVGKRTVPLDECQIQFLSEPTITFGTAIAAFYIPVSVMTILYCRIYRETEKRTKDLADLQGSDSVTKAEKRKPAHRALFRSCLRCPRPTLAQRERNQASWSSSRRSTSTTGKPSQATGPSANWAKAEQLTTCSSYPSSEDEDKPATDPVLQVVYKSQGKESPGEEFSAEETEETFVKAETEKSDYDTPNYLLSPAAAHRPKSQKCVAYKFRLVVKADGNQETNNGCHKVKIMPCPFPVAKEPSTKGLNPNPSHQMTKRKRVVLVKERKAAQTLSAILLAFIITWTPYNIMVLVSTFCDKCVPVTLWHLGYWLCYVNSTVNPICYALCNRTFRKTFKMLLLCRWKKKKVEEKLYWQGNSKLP
TAAR1 agonist = human TAAR1 agonism; Q96RJ0; CHO RD-HGA16 TAAR1, Fluo-8 calcium fluorescence; vehicle wells 0%, saturating PEA agonist 100%; activation, % at 3 µM; hit rate 0.99% among 360,000;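 active = activation above the mean activation of all test compounds in the run plus 3 SD, cut at about 38% in these data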
Target sequence (Q96RJ0 whole entry, looked up): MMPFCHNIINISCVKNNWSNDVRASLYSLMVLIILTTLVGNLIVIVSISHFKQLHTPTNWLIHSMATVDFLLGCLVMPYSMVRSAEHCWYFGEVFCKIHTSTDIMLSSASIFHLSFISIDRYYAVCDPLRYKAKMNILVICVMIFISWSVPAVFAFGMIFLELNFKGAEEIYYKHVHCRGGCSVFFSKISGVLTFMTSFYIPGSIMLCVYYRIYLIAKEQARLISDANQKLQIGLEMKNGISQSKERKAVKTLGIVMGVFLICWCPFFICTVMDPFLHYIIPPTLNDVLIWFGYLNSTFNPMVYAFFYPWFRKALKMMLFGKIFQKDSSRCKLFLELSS
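test system = CHO RD-HGA16 cells carrying human TAAR1 plus Gα16 | schedule = 17-24 h seeding, 75 min 37 °C dye, 30 min RT | compound dosing = 3 µM single concentration | control set = DMSO and PEA EC100 | replicates = n 1 | signal = Fluo-8 fluorescence, 5 s baseline then 140 s kinetic read | measure = percent activation vs PEA EC100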
M1 PAM = positive allosteric modulators of human M1 muscarinic receptor | AID 588819 | hit rate 0.088% among 360,000 | CHO-K1 hM1, Fluo-8 calcium fluorescence, ACh EC20; 0% = ACh EC20, 100% = maximal ACh | P11229 | activation, % at 3 µM; in the data active = activation above about 19%, passing the limit was not always enough
CHRM4 antagonist = antagonists of human muscarinic M4 receptor (CHRM4) | P08173 | CHO-hM4 cells, ACh EC80, Fluo-8 calcium fluorescence | inhibition, % at 3 µM | hit rate 0.73% among 360,000 | AID 624125;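 active = inhibition above its plate's cutoff, the mean inhibition of sample wells plus 3 SD, cut at about 27% in these data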;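 also: 0% = acetylcholine EC80 with DMSO and 100% = DMSO without agonist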
M1 ag = human M1 muscarinic receptor agonism. P11229. CHO-K1 hM1, Fluo-8 calcium fluorescence, agonist mode; 0% DMSO, 100% acetylcholine EC100. activation, % at 3 µM. hit rate 0.33% among 360,000. AID 588814;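 active = activation above the run's mean compound activation plus 3 SD, cut at about 16% in these data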;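 also: peak over basal fluorescence ratio within a 140 s kinetic read after compound addition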
CHRM5 PAM = potentiates acetylcholine response at human M5 receptor. P08912. activation, % at 3 µM. CHO-K1 hM5, Fluo-8 calcium, ACh EC20 PAM; 0% = ACh EC20, 100% = ACh EC100. hit rate 0.3% among 360,000;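 active = activation above the run cutoff, the mean activation of all test compounds plus 3 SD, cut at about 18% in these data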
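System: CHO-K1 hM5 cells. Reagent: acetylcholine, EC20 level. Compound dosing: single dose, 3 µM nominal final test concentration. Timing: Post-acetylcholine fluorescence recording 140 s. Detection: Fluo-8 calcium fluorescence. Read-out: % activation, ACh-normalized. Benchmarks: ACh EC20 and EC100 wells. Repeats: singlicate, one well per test compound.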
M4 ag = CHRM4 agonism in calcium assay; P08173; CHO-K1 hM4/Gqi5, Fluo-8 calcium fluorescence; vehicle 0%, full acetylcholine response 100%; activation, % at 3 µM; hit rate 0.14% among 360,000; AID 624127;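 active = activation above the run mean over all test wells plus 3 SD, cut at about 32% in these data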;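 also: peak over basal fluorescence ratio per well then scaled between controls; 0% = DMSO wells and 100% = acetylcholine at EC100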
CHRM5 antagonist = blocks acetylcholine activation of human M5 receptor; CHO-hM5 cells, Fluo-8 calcium fluorescence, ACh EC80; P08912; inhibition, % at 3 µM; hit rate 0.59% among 360,000;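 active = inhibition above a per-plate cutoff, the mean of that plate's test compounds plus 3 SD, cut at about 27% in these data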;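 also: 0% = acetylcholine EC80 with DMSO and 100% = DMSO without agonist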
The depositor's hits bear a star.

For Cc1nc(NC(=O)COC(=O)c2cc3c(s2)CCC(C)C3)c(Cl)cc1Cl (stereo unspecified) the results were CHRM1 antagonist -14, M5 ag 1, TAAR1 agonist 5, M1 PAM 15, CHRM4 antagonist -1, M1 ag -6, CHRM5 PAM 4, M4 ag 1 and CHRM5 antagonist -14.
COc1ccc(C(CNC(=O)c2oc3c(Cl)cccc3c2C)N2CCCC2)cc1 (stereo unspecified) was read as CHRM1 antagonist 6, M5 ag -9, TAAR1 agonist 10, M1 PAM -6, CHRM4 antagonist -2, M1 ag -7, CHRM5 PAM -6, M4 ag 2 and CHRM5 antagonist 8.
CN(C(=O)Nc1ccc(Cl)c(Cl)c1)c1ccccc1C(=O)O was read as CHRM1 antagonist 11, M5 ag 8, TAAR1 agonist 7, M1 PAM -4, CHRM4 antagonist 12, M1 ag -2, CHRM5 PAM -10, M4 ag 12 and CHRM5 antagonist 15.
`Cc1cc(C(=O)NC2CCCCC2)c(C)o1` gave CHRM1 antagonist -17, M5 ag 2, TAAR1 agonist -2, M1 PAM 14, CHRM4 antagonist 2, M1 ag -3, CHRM5 PAM 7, M4 ag 0 and CHRM5 antagonist -2.
Screening O=C(COC(=O)Cc1c(Cl)cccc1Cl)Nc1ccc2[nH]c(=O)[nH]c2c1 returned CHRM1 antagonist 0, M5 ag 1, TAAR1 agonist 1, M1 PAM 4, CHRM4 antagonist 6, M1 ag -2, CHRM5 PAM -3, M4 ag 4 and CHRM5 antagonist 3.
Screening Cc1ccccc1S(=O)(=O)NC(=O)C1(C)CCN1C(=O)CC1CCCCC1 (stereo unspecified) returned CHRM1 antagonist 2, M5 ag 0, TAAR1 agonist 1, M1 PAM -4, CHRM4 antagonist 3, M1 ag -2, CHRM5 PAM -2, M4 ag 0 and CHRM5 antagonist 8.
`CCCN1C(=O)/C(=N\OCC(=O)Nc2ccc(C(C)C)cc2)c2ccccc21` gave CHRM1 antagonist 9, M5 ag -1, TAAR1 agonist 5, M1 PAM -3, CHRM4 antagonist 11, M1 ag -6, CHRM5 PAM -2, M4 ag -1 and CHRM5 antagonist 4.
Screening Cc1cccc(C(=O)NC(=S)Nc2ccc(S(=O)(=O)N3CCCCC3)cc2)c1 returned CHRM1 antagonist 4, M5 ag -4, TAAR1 agonist 8, M1 PAM -5, CHRM4 antagonist 2, M1 ag -5, CHRM5 PAM 3, M4 ag 1 and CHRM5 antagonist -9.
CC(=O)Nc1ccc(NC=C(C#N)C#N)cc1 was read as CHRM1 antagonist 7, M5 ag 1, TAAR1 agonist 2, M1 PAM -4, CHRM4 antagonist -2, M1 ag -1, CHRM5 PAM -7, M4 ag 1 and CHRM5 antagonist 15.
CCOC(=O)C1=C(CN2CCSCC2)NC(=O)NC1c1cc(C)ccc1C (stereo unspecified) was read as CHRM1 antagonist -3, M5 ag 0, TAAR1 agonist 5, M1 PAM 2, CHRM4 antagonist 0, M1 ag -2, CHRM5 PAM -2, M4 ag 1 and CHRM5 antagonist 0.
O=C(Nc1cccc(Cl)c1)c1nc[nH]c1C(=O)NCCCCNC(=O)c1[nH]cnc1C(=O)Nc1cccc(Cl)c1 was read as CHRM1 antagonist 1, M5 ag 4, TAAR1 agonist 2, M1 PAM 1, CHRM4 antagonist 3, M1 ag -3, CHRM5 PAM 3, M4 ag 1 and CHRM5 antagonist 2.
`COc1ccc(NC(=O)CS(=O)(=O)c2cn(CC(=O)N3CCCC3)c3ccccc23)c(OC)c1` gave CHRM1 antagonist 7, M5 ag -4, TAAR1 agonist 0, M1 PAM 0, CHRM4 antagonist 7, M1 ag -2, CHRM5 PAM -10, M4 ag 1 and CHRM5 antagonist 17.

The final 2 compounds of the section before come first, to join the parts:
O=C(Nc1cccc(Cl)c1)c1nc[nH]c1C(=O)NCCCCNC(=O)c1[nH]cnc1C(=O)Nc1cccc(Cl)c1 was read as CHRM1 antagonist 1, M5 ag 4, TAAR1 agonist 2, M1 PAM 1, CHRM4 antagonist 3, M1 ag -3, CHRM5 PAM 3, M4 ag 1 and CHRM5 antagonist 2.
`COc1ccc(NC(=O)CS(=O)(=O)c2cn(CC(=O)N3CCCC3)c3ccccc23)c(OC)c1` gave CHRM1 antagonist 7, M5 ag -4, TAAR1 agonist 0, M1 PAM 0, CHRM4 antagonist 7, M1 ag -2, CHRM5 PAM -10, M4 ag 1 and CHRM5 antagonist 17.
`O=C(O)c1ccc(S(=O)(=O)c2ccc3c(c2)C(=O)N(NC(=O)c2ccncc2)C3=O)cc1` gave CHRM1 antagonist -3, M5 ag 6, TAAR1 agonist 1, M1 PAM 3, CHRM4 antagonist -8, M1 ag -2, CHRM5 PAM 5, M4 ag 0 and CHRM5 antagonist 6.
`CC1(C)CC(=O)C2=C(C1)N=C1SCCC(=O)N1C2c1ccccc1` (stereo unspecified) gave CHRM1 antagonist 36*, M5 ag -1, TAAR1 agonist 6, M1 PAM -15, CHRM4 antagonist 4, M1 ag -8, CHRM5 PAM -2, M4 ag 2 and CHRM5 antagonist -2.
For CCCCn1nc2cc(C(=O)NC3CCCc4ccccc43)ccc2c1OCC (stereo unspecified) the results were CHRM1 antagonist -6, M5 ag -4, TAAR1 agonist -2, M1 PAM 8, CHRM4 antagonist -1, M1 ag -8, CHRM5 PAM -3, M4 ag 0 and CHRM5 antagonist 2.
For CN(C)c1ccc(CNC2C3CC4CC(C3)CC2C4)cc1 (stereo unspecified) the results were CHRM1 antagonist 0, M5 ag -5, TAAR1 agonist 12, M1 PAM -7, CHRM4 antagonist 25, M1 ag -6, CHRM5 PAM -1, M4 ag 2 and CHRM5 antagonist -5.
For COc1ccc(N2CCn3c2nc2c3c(=O)n(CCCc3ccccc3)c(=O)n2C)c(OC)c1 the results were CHRM1 antagonist 6, M5 ag 4, TAAR1 agonist 10, M1 PAM -5, CHRM4 antagonist 1, M1 ag -3, CHRM5 PAM -3, M4 ag 3 and CHRM5 antagonist -4.
`CNC(=S)NNC(=O)c1cccn(Cc2cccc(C(F)(F)F)c2)c1=O` gave CHRM1 antagonist -15, M5 ag -2, TAAR1 agonist 2, M1 PAM 9, CHRM4 antagonist -26, M1 ag -6, CHRM5 PAM -3, M4 ag 3 and CHRM5 antagonist 0.
`CC(Oc1ccccc1Cl)C(=O)Nc1ccc(S(=O)(=O)Nc2nccs2)cc1` (stereo unspecified) gave CHRM1 antagonist -17, M5 ag -5, TAAR1 agonist -1, M1 PAM 9, CHRM4 antagonist -4, M1 ag -7, CHRM5 PAM 12, M4 ag 1 and CHRM5 antagonist -7.
CCOC(=O)NN1C(=O)c2ccccc2NC1c1ccccc1 (stereo unspecified) was read as CHRM1 antagonist 10, M5 ag -1, TAAR1 agonist 0, M1 PAM -3, CHRM4 antagonist 14, M1 ag -5, CHRM5 PAM -4, M4 ag 1 and CHRM5 antagonist 4.
For COc1cc(NC(=O)C2=CC(c3ccc(C)cc3)=NS(=O)(=O)N2C)cc(OC)c1OC the results were CHRM1 antagonist -6, M5 ag -1, TAAR1 agonist 1, M1 PAM 2, CHRM4 antagonist -8, M1 ag -5, CHRM5 PAM -8, M4 ag 5 and CHRM5 antagonist 4.
For CCOc1ccc(Nc2cc(C)nc(-n3nc(C)cc3C)n2)cc1 the results were CHRM1 antagonist -15, M5 ag -2, TAAR1 agonist 5, M1 PAM -1, CHRM4 antagonist -14, M1 ag -2, CHRM5 PAM -9, M4 ag 4 and CHRM5 antagonist 6.
`COC(=O)c1c(-c2ccc(SC)cc2)sc2ccc(OC)cc12` gave CHRM1 antagonist -2, M5 ag 1, TAAR1 agonist 3, M1 PAM 3, CHRM4 antagonist -15, M1 ag -2, CHRM5 PAM 0, M4 ag 1 and CHRM5 antagonist 1.
For CC(C)CNC(=O)CSc1nc2nn(-c3ccccc3)c(=O)c-2c2n1CCCCC2 the results were CHRM1 antagonist 3, M5 ag 3, TAAR1 agonist 0, M1 PAM 2, CHRM4 antagonist -5, M1 ag -5, CHRM5 PAM 8, M4 ag 1 and CHRM5 antagonist -7.

Brought forward from above: three entries, followed by the next part.
For CCOc1ccc(Nc2cc(C)nc(-n3nc(C)cc3C)n2)cc1 the results were CHRM1 antagonist -15, M5 ag -2, TAAR1 agonist 5, M1 PAM -1, CHRM4 antagonist -14, M1 ag -2, CHRM5 PAM -9, M4 ag 4 and CHRM5 antagonist 6.
`COC(=O)c1c(-c2ccc(SC)cc2)sc2ccc(OC)cc12` gave CHRM1 antagonist -2, M5 ag 1, TAAR1 agonist 3, M1 PAM 3, CHRM4 antagonist -15, M1 ag -2, CHRM5 PAM 0, M4 ag 1 and CHRM5 antagonist 1.
For CC(C)CNC(=O)CSc1nc2nn(-c3ccccc3)c(=O)c-2c2n1CCCCC2 the results were CHRM1 antagonist 3, M5 ag 3, TAAR1 agonist 0, M1 PAM 2, CHRM4 antagonist -5, M1 ag -5, CHRM5 PAM 8, M4 ag 1 and CHRM5 antagonist -7.
`COc1cccc(NC(=O)Nc2cc(NC(=O)Nc3cccc(OC)c3)c(C)nc2C)c1` gave CHRM1 antagonist -2, M5 ag -2, TAAR1 agonist 0, M1 PAM 4, CHRM4 antagonist 9, M1 ag -5, CHRM5 PAM 3, M4 ag 0 and CHRM5 antagonist 7.
For NS(=O)(=O)c1cccc(NC(=O)c2cccc(Oc3ccccc3)c2)c1 the results were CHRM1 antagonist -1, M5 ag -1, TAAR1 agonist 7, M1 PAM 4, CHRM4 antagonist 11, M1 ag -5, CHRM5 PAM -4, M4 ag 0 and CHRM5 antagonist 11.
`COC(=O)/C(=C/c1ccco1)NC(=O)c1ccc(Br)o1` gave CHRM1 antagonist -6, M5 ag -2, TAAR1 agonist 5, M1 PAM 11, CHRM4 antagonist -6, M1 ag -7, CHRM5 PAM 0, M4 ag 0 and CHRM5 antagonist -5.
O=C(CCCN1C(=O)c2cccnc2C1=O)N1CC(=O)N(CCc2ccccc2)C(=O)C1 was read as CHRM1 antagonist 12, M5 ag -1, TAAR1 agonist 13, M1 PAM -1, CHRM4 antagonist 7, M1 ag -1, CHRM5 PAM -5, M4 ag 2 and CHRM5 antagonist 5.
Screening CC(Oc1ccccc1)C(=O)Nc1cc(Cl)ccc1-n1cncn1 (stereo unspecified) returned CHRM1 antagonist -6, M5 ag -4, TAAR1 agonist 0, M1 PAM 2, CHRM4 antagonist -10, M1 ag -3, CHRM5 PAM -1, M4 ag 2 and CHRM5 antagonist -2.
Screening CCOC(=O)c1ccc(NC(=S)NCCCN2CCCC2=O)cc1 returned CHRM1 antagonist -1, M5 ag 0, TAAR1 agonist 1, M1 PAM 5, CHRM4 antagonist 7, M1 ag -7, CHRM5 PAM -5, M4 ag 2 and CHRM5 antagonist 11.

These rows are one share of the data. The share of hits here may be higher or lower than overall.
